# Insulin prom up: MIN6 insulin promoter up-regulation; actives 0.3% (n = 190,000); MIN6 insulin promoter-GFP reporter, high-content imaging; stronger effect = higher value; AID 1625; z-score at 5 µM;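 active = z-score above 3 at 5 µM with at least 500 cells counted in the well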
# P. falciparum M17LAP: P. falciparum M17LAP inhibitors, primary screen, biochemical, fluorogenic H-Leu-NHMec substrate, 1536-well (AID 1619). recombinant M17LAP, H-Leu-NHMec fluorogenic kinetic assay; higher % means a stronger effect. inhibition, % at 30 µM, or IC50 in µM where a hit was titrated. actives 0.38% (n = 220,000);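 active = compound inhibiting the enzyme by more than half at any dose during confirmatory dose-response retesting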;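 note: plate controls were full reaction with DMSO carrier for no effect and no enzyme background for full effect; strong numbers were not always called active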
# MT stabilizer: microtubule stabilizers in HeLa cells. HeLa tubulin immunostaining HCS, 24 h; share of cells brighter than vehicle mean+2SD. % tubulin-high responders, % at 10 µM. actives 0.83% (n = 200,000);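 active = plate Z-score above 3 for both tubulin-high and condensed-nucleus cell shares, with cell loss under 80%, at 10 µM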;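 note: anti alpha tubulin signal scored within the nucleus-defined area of each cell; some results filed as inactive read as strong as hits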
# ER stress rescue: rescue of cells from ER stress-induced death, primary screen, 384-well, CSM14.1, thapsigargin, ATP luminescence (AID 1222). CSM14.1 thapsigargin-induced death rescue, ATP luminescence; higher % means a stronger effect. cellular ATP content (survival), % at 20 µM; hits with a dose series show EC50 in µM. 190,000 tested, under 10 active;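 active = EC50 below 50 µM in the dose-response confirmation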;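 note: death triggered by thapsigargin at about 15 µM added after 2 h compound pretreatment; cell ATP read after overnight thapsigargin exposure of roughly 18 to 22 hours; normalized against plate controls of thapsigargin alone and 5% DMSO vehicle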
# Autophagy mod: alters autophagy in cells; calls only at 10 µM (by protocol); actives 0.98% (n = 190,000); MEF GFP-LC3 puncta imaging; test concentration mostly 10 µM; AID 463193;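 active = percentage of spot-positive cells more than 3 SD above its plate mean, without a fluorescence outlier flag or 80% toxicity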;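 note: spot-positive cell cutoff set from DMSO-treated cells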
# Yfh1-off respiration: mitochondrial function rescue without frataxin homolog – Friedreich's ataxia, plus single-dose screen, dose response (AID 1465) | S. cerevisiae Yfh1-off respiration, WST-1 reduction, 72 h; higher fold induction means a stronger effect | fold induction at 50 µM, or EC50 in µM where a hit was titrated | actives 0.074% (n = 220,000);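 active = fold induction of absorbance versus untreated yeast above a set limit, then at least 30% activation at any dose in follow-up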;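 note: activators that raise dye reduction in frataxin-depleted yeast; strong numbers were not always called active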
# Hep lipid drop: hepatic lipid droplet formation modulation; actives 0.4% (n = 240,000); AML12 mouse hepatocytes, oleate lipid droplets, BODIPY imaging; AID 1656; inhibition, % at 6.5 µM;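 active = lipid droplet intensity inhibited by at least 50%, with more than 500 cells counted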
#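 Material: mouse AML12 hepatocyte cell line, fixed after treatment; Timing: compound with oleate, overnight; Technique: high-content imaging of BODIPY-stained droplets and DAPI nuclei; Probe or stimulus: oleate, 100 µM final; Dosing: compound at 6.5 µM only.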
# Dynein transport: dynein cargo transport inhibition | 3617.4 mouse cells, GR-EGFP nuclear translocation imaging; test concentration mostly 20 µM; stimulated with dexamethasone, 1 µM; stronger effect = lower value | z-score, hits read low | actives 0.47% (n = 220,000);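 active = plate z-score of nuclear minus cytoplasmic receptor signal below a set negative limit, without overly bright fluorescence or cell loss, cut at about -3.5 in these data, passing the limit was not always enough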;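 note: z-score of nuclear minus cytoplasmic ring GR-EGFP intensity difference per well; some compounds called inactive have numbers as strong as hits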
#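 Buffer or medium – tet-free medium with charcoal-stripped serum · Signal – automated 10x imaging of fixed Hoechst-stained cells · Also added – dexamethasone agonist, 1.0 µM final, for 30 min · Incubation – induction 48 h, compound 1 h, agonist 30 min · Read-out – GR-EGFP nuclear translocation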
# M1AAP inhibition: P. falciparum M1AAP inhibitors, biochemical, fluorogenic H-Leu-NHMec substrate, 1536-well (AID 1445). recombinant M1AAP, H-Leu-NHMec fluorogenic kinetic assay; higher % means a stronger effect. inhibition, % at 30 µM, or IC50 in µM where a hit was titrated. actives 0.42% (n = 220,000);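 active = primary inhibition above the hit cutoff, then over 50% inhibition at one or more dose response concentrations, cut at about 23% in these data, passing the limit was not always enough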;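 note: plate controls were DMSO full reaction for no effect and no enzyme background for full effect; strong numbers were not always called active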
# Dynein transport cytoplasmic EGFP: second read-out of Dynein transport, no call of its own (marks repeat the call); z-score; measured here: cytoplasmic GR-EGFP intensity; stronger effect = higher value
# Dynein transport nuclear GR-EGFP: also measured in Dynein transport; calls as there; z-score; measured here: nuclear GR-EGFP intensity;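 lower value marks the stronger effect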
# Dynein transport cell count: further read-out of Dynein transport, marked with its call; z-score; measured here: cell count per field
# Insulin prom up cell count: second read-out of Insulin prom up, no call of its own (marks repeat the call); cell count; measured here: cytotoxicity, nuclei count;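 total cells summed across four imaged fields per well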
# Hep lipid drop cells 6.5 µM: second read-out of Hep lipid drop, no call of its own (marks repeat the call); cell count; measured here: cell count, cytotoxicity flag;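 cells counted across two imaged fields per well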
# MT stabilizer Hoechst-high %: further read-out of MT stabilizer, marked with its call; % Hoechst-high responders; measured here: nuclear condensation Hoechst responders;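 share of cells brighter than vehicle mean plus two SD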
# MT stabilizer cytotoxicity %: second read-out of MT stabilizer, no call of its own (marks repeat the call); toxicity, %; measured here: cytotoxicity by cell density;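 0% = mean cell density of plate MIN control wells and 100% = no cells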
# Autophagy mod cell loss 18 h: also measured in Autophagy mod; calls as there; toxicity, %; measured here: cell loss, nuclei count;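 cell loss after 18 h compound exposure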
# Starred values were filed as active, the others as inactive; i = inactive; nt = no result given.
SMILES,Insulin prom up,Insulin prom up cell count,P. falciparum M17LAP,MT stabilizer,MT stabilizer Hoechst-high %,MT stabilizer cytotoxicity %,ER stress rescue,Autophagy mod,Autophagy mod cell loss 18 h,Yfh1-off respiration,Hep lipid drop,Hep lipid drop cells 6.5 µM,Dynein transport,Dynein transport cytoplasmic EGFP,Dynein transport nuclear GR-EGFP,Dynein transport cell count,M1AAP inhibition
CCOC(=O)C1=C(NC(=S)NC(=O)c2ccccc2)c2ccccc2CC1C(C)C (centres undefined),-0.8,1774,24%,0.7,1.2,14,-0.5%,i,4,i,-5,680,0.17,-0.22,-0.47,-0.2,1%
COc1cc(O)c(C(CCN2CCOCC2)c2ccc3c(c2)OCO3)c(OC)c1 (centres undefined),0.57,837,20%,nt,nt,nt,nt,nt,nt,i,-1,728,-0.44,-0.78,-0.13,0.26,11%
Cc1cc(C)n2nc(SCC(=O)c3ccc[nH]3)nc2n1,-0.16,980,4%,1.8,2.0,14,0.7%,i,9,nt,nt,nt,0.27,1.2,0.42,-0.37,-3%
CCN1CCCC1Cn1cnc2c([nH]c3cccc(Cl)c32)c1=O (centres undefined),-0.49,1088,-6%,5.2,5.3,9.8,-2.9%,i,-5,i,nt,nt,1,-0.2,0.45,-0.24,10%
c1cncc(COC2CCCN(Cc3nc(-c4cccs4)no3)C2)c1 (centres undefined),-0.99,1359,-8%,3.2,1.1,8.9,-1.2%,i,9,i,0,710,3.7,-0.11,2.4,-1.9,6%
COc1ccccc1-n1cnc2cc(C(=O)NCC3CCCO3)ccc21 (centres undefined),0.71,1254,1%,0.9,1.2,7.5,-0.2%,i,5,i,15,789,0.19,0.054,0.47,-0.17,-4%
COc1ccc(N2C(=O)CSC2c2ccccc2[N+](=O)[O-])cc1 (centres undefined),-0.03,1617,5%,3.3,1.2,5.7,0.6%,i,15,i,-10,732,-0.54,-0.057,-0.25,1.2,5%
COCc1cc(Sc2ccc(Br)cc2)nc(-c2ccccc2)n1,0.02,1569,13%,1.7,1.9,10,-1.6%,i,7,i,nt,nt,0.14,-0.17,-0.12,0.21,-4%
NC(N)=N/N=C/c1ccc(Cl)c([N+](=O)[O-])c1,0.06,1308,-1%,2.4,1.5,1.7,1.8%,i,21,i,1,707,-0.39,-0.13,-0.16,0.46,14%
Cc1cc2ccccn2c1C(=S)NC(=O)c1ccccc1,0.65,1391,-11%,1.5,3.3,6.7,2.6%,i,7,i,-19,623,-0.48,-0.27,-0.7,0.54,6%
CCC(C)NC(=O)C1c2cc(OC)c(OC)cc2C(=O)N(C)C1c1cccs1 (centres undefined),-0.19,1591,-4%,2.8,1.9,5.7,0.0%,i,-1,i,nt,nt,0.35,-0.2,0.75,0.19,10%
O=C(NCC1CCCO1)c1cc2c(s1)CCC2 (centres undefined),0.26,1416,-3%,3.9,1.9,7.1,-0.9%,i,11,i,4,658,-0.092,0.0075,-0.3,0.52,0%
N#Cc1ccc(Cl)cc1NC(=O)COC(=O)c1ccc(S(=O)(=O)N2CCCC2)cc1,-0.41,963,-8%,2.0,2.1,8.3,-5.4%,i,-2,nt,0,716,0.045,-0.26,0.27,0.77,14%
c1ccc(-n2nnnc2-c2cnc(-c3cccnc3)nc2-c2cccs2)cc1,nt,nt,21%,3.9,2.3,4.5,6.7%,i,7,i,-40,719,0.21,-0.0013,0.48,0.35,-2%
CC1=C(C(=O)Nc2ccccc2)C2(CCCCC2)C(C#N)=C(SCC(N)=O)N1,nt,nt,0%,2.4,1.3,5.3,-1.0%,i,-7,i,11,779,-0.86,-0.097,-0.25,0.55,-3%
C=CCOC(=O)C1CC=CCC1C(=O)Oc1ccc(F)cc1F (centres undefined),0.45,1218,-9%,4.8,3.1,7.3,2.2%,i,10,i,nt,nt,0.59,-0.22,0.36,-0.81,3%
COC(=O)C(Cc1ccccc1)NC(=O)c1cc(=O)[nH]c2ccccc12 (centres undefined),1,1150,4%,1.4,1.2,5.2,-0.4%,i,-2,i,1,673,0.22,-0.18,0.49,0.14,8%
CNc1oc(/C=C/c2ccccc2)nc1C#N,nt,nt,-41%,3.5,2.7,7.5,0.2%,i,-1,i,-21,509,1,-0.2,0.52,-0.29,4%
CCN1c2ccccc2-c2nc3ccccc3n2C1c1ccncc1 (centres undefined),-0.4,1030,-12%,3.8,1.8,8.9,5.6%,i,-7,i,nt,nt,-0.51,-0.31,-0.071,0.22,4%
CCn1cc(C(=O)N2CCN(c3ccc(C(C)=O)cc3)CC2)c2cc(OC)c(OC)cc2c1=O,-0.68,1239,5%,1.9,2.1,7.9,-0.3%,i,20,i,10,701,0.013,-0.29,0.32,0.26,8%
O=C(Nc1cccc2c1N(C(=O)c1ccco1)CCC2)c1ccco1,-0.07,1001,-4%,nt,nt,nt,nt,nt,nt,i,0,697,-0.45,-0.21,0.26,-0.31,2%
Cn1c(CNS(=O)(=O)c2ccc(Br)cc2)n[nH]c1=S,-0.73,1564,-18%,2.4,1.3,1.8,2.3%,i,5,i,nt,nt,0.31,-0.21,-0.095,0.36,4%
COc1ccc(N=Cc2c(C)[nH][nH]c2=O)cc1,-0.06,829,12%,4.4,2.4,9.1,nt,i,-5,i,-7,705,1.9,-0.17,1.2,-1.4,14%
CCn1c(CCNC(=O)c2cccs2)nnc1SCC(=O)Nc1cccc(Cl)c1,nt,nt,30%,2.0,2.3,27,nt,i,-6,i,nt,nt,-0.91,-0.25,-0.6,0.36,10%
CCn1c(P(C)(=O)O)nc2cc(NC(=O)c3ccccc3Cl)ccc21,0.05,1290,1%,2.6,2.9,4.3,0.0%,i,2,i,-13,715,0.81,-0.33,0.81,0.22,-5%
CCC1(CC)NC(=O)N(Cc2nc3ccccc3s2)C1=O,-0.14,1320,6%,2.7,2.5,7.8,0.0%,i,0,i,13,692,0.47,-0.23,-0.11,0.31,2%
O=C(Nc1ccc2c(c1)OCCO2)C1CCN(S(=O)(=O)c2ccccc2)CC1,nt,nt,12%,4.2,2.6,4.0,-0.3%,i,33,i,-1,697,0.68,-0.22,0.067,0.38,6%
CC1(C)NC(=O)N(CCOc2cccc(Oc3ccccc3)c2)C1=O,0.64,1329,-5%,4.7,3.1,6.2,3.6%,i,19,i,nt,nt,0.34,-0.19,0.35,0.28,4%
O=C(NCc1cccs1)C1CCCN1C(=O)Nc1cccc(Cl)c1 (centres undefined),-0.51,1345,5%,4.3,2.0,8.2,nt,i,9,i,5,716,0.45,-0.2,0.26,-0.02,15%
COc1ccccc1-n1cnc(N)c1C(=O)c1ccccc1,0.15,1472,-9%,32,8.5,72,-1.3%,i,19,i,nt,nt,-0.019,-0.45,0.28,0.58,17%
CCCCC(CC(O)COCCC)C(=O)NN (centres undefined),0.43,1523,-7%,1.5,1.6,6.2,-1.3%,i,-4,i,33,798,-0.68,0.92,-0.3,-0.6,5%
CCc1c(C)sc2nc3c(C(=O)N4CCOCC4)cc(C(=O)c4cc(F)ccc4O)cn3c(=O)c12,-0.16,1268,1%,4.6,3.1,6.4,1.3%,i,0,i,-44,663,-0.18,-0.33,0.2,0.74,5%
Cc1cccc(Nc2cc(C)c3c(O)cccc3n2)c1C,-1.5,644,-7%,3.2,2.6,4.6,-3.4%,i,-32,nt,-38,676,1.3,0.073,2,-1.6,5%
O=C(C1=NN(c2ccccc2)C2C(=O)N(c3ccc(Cl)cc3)C(=O)C12)c1ccccc1 (centres undefined),0.77,1403,5%,4.7,3.7,8.0,-0.8%,i,-21,i,-1,695,0.15,0.49,0.75,-0.79,5%
Cc1cccc2c(N=Nc3ccc(S(=O)(=O)Nc4cccc(Cl)c4)cc3[N+](=O)[O-])c(O)[nH]c12,-0.7,1300,0%,4.1,2.2,6.4,0.1%,i,-1,i,8,641,1.7,0.22,1.4,-2,3%
O=C(COC(=O)c1cc(=O)[nH]c(=O)[nH]1)NCc1ccccc1,0.08,1564,11%,6.5,1.5,3.4,1.4%,i,-7,i,-27,650,1.9,0.65,1.6,-1.2,-1%
Cc1nn(CC#N)c(=O)n1-c1cccc(F)c1,nt,nt,-2%,0.7,0.8,5.5,0.8%,i,-1,i,5,745,0.25,-0.14,0.3,-0.0076,8%
CN=c1scc(-c2cccs2)n1/N=C/c1ccc(O)c(O)c1O,-0.38,1112,11%,7.0,0.9,2.2,-2.2%,i,9,i,18,692,-3.6*,0.83*,-2*,-0.33*,19%

# Of the compounds above, these contain bromine.
SMILES,Insulin prom up,Insulin prom up cell count,P. falciparum M17LAP,MT stabilizer,MT stabilizer Hoechst-high %,MT stabilizer cytotoxicity %,ER stress rescue,Autophagy mod,Autophagy mod cell loss 18 h,Yfh1-off respiration,Hep lipid drop,Hep lipid drop cells 6.5 µM,Dynein transport,Dynein transport cytoplasmic EGFP,Dynein transport nuclear GR-EGFP,Dynein transport cell count,M1AAP inhibition
COCc1cc(Sc2ccc(Br)cc2)nc(-c2ccccc2)n1,0.02,1569,13%,1.7,1.9,10,-1.6%,i,7,i,nt,nt,0.14,-0.17,-0.12,0.21,-4%
Cn1c(CNS(=O)(=O)c2ccc(Br)cc2)n[nH]c1=S,-0.73,1564,-18%,2.4,1.3,1.8,2.3%,i,5,i,nt,nt,0.31,-0.21,-0.095,0.36,4%
